High-throughput results (PubChem BioAssay)
Tat transport: E. coli Tat export inhibitors, primary screen, MC4100, TorA-mCherry reporter, fluorescence, single point; inhibition, % at 10 µM; actives 0.036% (n = 340,000); AID 488895, 2010;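 active = mean replicate inhibition at least 50% and at least half of replicates individually reaching 50%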;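 note: exported cargo escapes ClpAP degradation while cytoplasmic cargo is degraded and loses fluorescence; 0% = median of neutral control wells and 100% = median of NaSCN control wells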
dFosB act: activators of delta FosB homodimer, primary screen, biochemical, fluorescence polarization, TAMRA-CDK5 oligo, single point. activation, % at 25 µM. Protein FosB (Mus musculus), P13346. purified delta FosB; percent of positive-control signal above neutral wells. AID 493131, 2011. actives 0.99% (n = 340,000);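 active = mean activation above about 17%, with every replicate also reaching it, limit read from the data, passing the limit was not always enough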;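 note: fluorescence polarization rise as delta FosB binds a TAMRA Cdk5 AP-1 oligo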
Target sequence (P13346 whole entry, looked up): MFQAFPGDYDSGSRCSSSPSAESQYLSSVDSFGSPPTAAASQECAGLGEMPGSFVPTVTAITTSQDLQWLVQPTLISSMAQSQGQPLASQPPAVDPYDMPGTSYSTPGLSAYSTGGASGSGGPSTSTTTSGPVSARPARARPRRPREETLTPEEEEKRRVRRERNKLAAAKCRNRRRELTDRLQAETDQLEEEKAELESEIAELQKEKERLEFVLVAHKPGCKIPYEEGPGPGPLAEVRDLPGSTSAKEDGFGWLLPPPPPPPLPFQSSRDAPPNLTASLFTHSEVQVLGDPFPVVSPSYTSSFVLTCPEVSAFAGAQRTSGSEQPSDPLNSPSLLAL
V-ATPase pHluor: regulators of yeast V-ATPase proton pumping, primary screen, pHLuorin cytosolic pH fluorescence; S. cerevisiae; response, % at 10 µM; actives 0.37% (n = 350,000); AID 504577, 2011; in the data active = response mostly above about 7.3%, no sharp cut-off; inactive = mostly below about 5.4%; note: actives read high; inactives centre near 0; some compounds called inactive have numbers as strong as hits
cardiac RTF act: cardiac RTF calcium sensitivity activators, primary screen, biochemical, IANBD-TnC fluorescence, EC20 calcium; Troponin I, cardiac muscle (Homo sapiens) + Troponin T, cardiac muscle (Homo sapiens) + …; IANBD-labeled TnC RTF fluorescence at EC20 calcium; 0% EC20 calcium, 100% full calcium; activation, % at 7.2 µM; actives 0.24% (n = 340,000); AID 493008, 2010;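 active = activation above the mean over all tested compounds plus 3 SD, cut at about 30% in these data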;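 note: rise in fluorescence read as greater calcium sensitivity of cardiac thin filaments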
CDK5 inh: inhibitors of human CDK5/p35 kinase, primary screen, biochemical, single concentration; actives 0.01% (n = 330,000); AID 488839, 2010; Recombinant CDK5/p35, ADP-Glo luminescence, 60 min; Cyclin-dependent kinase 5 (Homo sapiens) + Cyclin-dependent kinase 5 activator 1 (Homo …; inhibition, % at 10 µM;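 active = highest replicate inhibition of at least 50% and at least 75% of replicates reaching 50%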;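 note: plate controls were DMSO neutral control for no effect and GW8510 at 10 µM for full effect; many of its hits are not listed in these tables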
Rtt109 Vps75: inhibitors of C. albicans Rtt109/Vps75 HAT, primary screen, biochemical, ThioGlo CoA-SH fluorescence, plate reader; Histone acetyltransferase RTT109 (Candida albicans (strain SC5314 / ATCC MYA-2876)), …; purified Rtt109/Vps75, 4 h; inhibition, % at 34.9 µM; actives 0.16% (n = 330,000); AID 540336, 2011;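 active = inhibition of at least 50% in every replicate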
Target sequence (Q5AAJ8 whole entry, looked up): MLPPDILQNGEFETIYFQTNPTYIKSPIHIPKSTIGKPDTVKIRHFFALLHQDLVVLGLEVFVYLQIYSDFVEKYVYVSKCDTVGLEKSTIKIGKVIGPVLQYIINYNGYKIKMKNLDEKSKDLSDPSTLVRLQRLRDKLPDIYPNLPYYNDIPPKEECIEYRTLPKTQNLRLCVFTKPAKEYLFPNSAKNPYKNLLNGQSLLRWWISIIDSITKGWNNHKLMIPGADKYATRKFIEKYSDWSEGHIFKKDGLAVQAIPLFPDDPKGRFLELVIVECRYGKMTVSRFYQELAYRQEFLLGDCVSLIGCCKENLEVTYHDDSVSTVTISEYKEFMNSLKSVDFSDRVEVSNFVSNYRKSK
CAL PDZ FP-1: untagged CAL PDZ binding inhibitors, primary screen, biochemical, fluorescence polarization, HTS; inhibition, % at 24.9 µM; purified CAL PDZ, TMR-peptide fluorescence polarization, 1 h; actives 0.92% (n = 300,000); AID 602252, 2012; Golgi-associated PDZ and coiled-coil motif-containing protein (Homo sapiens), Q9HD26;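 active = mean inhibition of at least 30% with at least half of replicates also reaching 30%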;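 note: 0% = DMSO neutral control and 100% = excess unlabeled competitor peptide PRC23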
MITF act: activators of MITF-driven TRPM1 promoter reporter, primary screen, cell-based, SK-MEL-5, luciferase, single point; actives 0.75% (n = 300,000); activation, % at 12.5 µM; AID 588334, 2011; SK-MEL-5 TRPM1-promoter luciferase, 24 h; % of positive control, neutral wells = 0;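 active = mean activation of at least 80% with every replicate also reaching 80%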;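 note: 0% = neutral control wells and 100% = parthenolide positive control wells; values of inactives mirror those of a sister screen read the other way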
CAL PDZ FP-2: CAL PDZ peptide-binding inhibitors, primary screen, biochemical, fluorescence polarization, Cer-tagged CAL PDZ, HTS; Golgi-associated PDZ and coiled-coil motif-containing protein (Homo sapiens), Q9HD26; AID 504414, 2011; actives 0.02% (n = 330,000); purified CAL PDZ, TMR-peptide fluorescence polarization, 1 h; inhibition, % at 20 µM;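 active = highest replicate inhibition of at least 40%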;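 note: plate controls were DMSO neutral control wells for no effect and unlabeled competitor peptide control wells for full effect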
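Test system: purified CerCALP PDZ construct; Compound dosing: one concentration, 20 µM compound; Also added: TMR-labelled reporter peptide T*-PRC34 bound in PDZ groove; Read-out: inhibition from polarization loss; Controls: unlabelled peptide and DMSO controls; Signal: FP readout, S and P plane fluorescence; Incubation: 1 h at RT.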
Wnt act: Wnt/beta-catenin pathway activators, primary screen, cell-based, plate reader, single point. activation, % at 9.35 µM. actives 1.2% (n = 300,000). Wnt/beta-catenin reporter cell assay, activator; in the data active = activation above about 30%, passing the limit was not always enough;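 note: 0% = neutral control wells and 100% = positive control wells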
* hit, by the source's call; · = no result given; & = joins results of further samples.

Sample of the layout (three entries):
Tat transport | dFosB act | V-ATPase pHluor | cardiac RTF act | CDK5 inh | Rtt109 Vps75 | CAL PDZ FP-1 | MITF act | CAL PDZ FP-2 | Wnt act | molecule
7 | -15 | -2 | -3 | -1.0 | 3 | -4 | -6 | 0.2 | · | [2H]c1c([2H])c([2H])c(C(=O)c2sc(N3CCCCCC3)nc2-c2ccccc2)c([2H])c1[2H]
-8 | 2 | 0 | 4 | 1.3 | 2 | 55* | -16 | -0.4 | 0 | COC(=O)c1ccccc1NC(=O)CSc1nncn1C
-5 | -2 | 3 | -3 | -0.7 | -8 | -3 | -6 | -0.6 | 0 | Cn1c(CC(=O)Nc2ccccc2)n[nH]c1=S

The list itself, from the first entry:
Tat transport | dFosB act | V-ATPase pHluor | cardiac RTF act | CDK5 inh | Rtt109 Vps75 | CAL PDZ FP-1 | MITF act | CAL PDZ FP-2 | Wnt act | molecule
7 | -15 | -2 | -3 | -1.0 | 3 | -4 | -6 | 0.2 | · | [2H]c1c([2H])c([2H])c(C(=O)c2sc(N3CCCCCC3)nc2-c2ccccc2)c([2H])c1[2H]
-8 | 2 | 0 | 4 | 1.3 | 2 | 55* | -16 | -0.4 | 0 | COC(=O)c1ccccc1NC(=O)CSc1nncn1C
-5 | -2 | 3 | -3 | -0.7 | -8 | -3 | -6 | -0.6 | 0 | Cn1c(CC(=O)Nc2ccccc2)n[nH]c1=S
6 | -3 | -4 | 1 | -0.5 | -4 | -1 | -68 | 0.1 | 1 | CCn1c(C)cc(C(=O)CN2C(=O)c3ccccc3S2(=O)=O)c1C
-2 | -5 | 6 | 0 | -6.1 | 0 | -2 | -6 | -0.1 | -1 | NC(=O)CC(NC(=O)Cc1cccc2ccccc12)c1ccc(NCCc2cccc(F)c2)c([N+](=O)[O-])c1 (configuration not stated)
-4 | -1 | -2 | 9 | -0.3 | 5 | 1 | -7 | -1.1 | · | NS(=O)(=O)c1ccc(NC(=O)CSc2nnc(COc3ccccc3Cl)n2C2CC2)cc1
19 | 6 | · | 1 | 2.6 | 12 | · | -2 | -2.5 | · | Cc1cc(C)c(OCC(=O)Nc2ccccc2N2CCOCC2)c(C)c1
10 | -5 | 1 | 2 | -3.4 | -6 | 0 | 5 | -2.3 | -1 | CC(=O)NS(=O)(=O)c1ccc(NC(=O)CC23CC4CC(CC(Br)(C4)C2)C3)cc1
-13 | 0 | -1 | 4 | 1.1 | -7 | -8 | 2 | · | · | CC(C)OCCCNc1nc2c([nH]1)c(=O)n(C)c(=O)n2C
0 | -3 | 1 | -3 | 3.8 | 17 | 7 | · | -0.5 | 0 | COc1ccccc1N1C(=O)CC(N2CCN(c3ccc(Cl)cc3)CC2)C1=O (configuration not stated)
4 | 0 | 4 | -1 | -0.7 | 13 | · | · | -0.2 | · | CC(NC(=O)CN1C(=O)NC(Cc2ccccc2)(Cc2ccccc2)C1=O)C12CC3CC(CC(C3)C1)C2 (configuration not stated)
5 | -5 | -2 | -2 | -3.9 | 3 | -2 | -9 | -0.6 | -17 | COc1cc(CN2CCN(c3cccc(C)c3C)CC2)cc(Br)c1O
-2 | 2 | 5 | 1 | -0.6 | -6 | 0 | 20 | -1.7 | · | CCOc1ccccc1OCCn1ncc2ccc(OC)c(OC)c2c1=O
6 | -12 | 3 | 2 | -2.3 | -1 | -1 | 20 | -0.7 | 22 | Cc1csc(NC(=O)c2ccc(S(=O)(=O)N3CCCC3)cc2)n1
7 | 3 | -10 | 1 | 0.2 | -3 | -2 | 0 | 0.1 | -3 | O=C1OCCN1C(=O)[C@H]1[C@H](c2ccc(Cl)cc2)C(c2cccc(Cl)c2)=NN1c1ccc(Br)cc1
-2 | -9 | -3 | 0 | -0.9 | 11 | 0 | -10 | -2.5 | -4 | C=CCOc1ccc(C=Nc2cccc(Cl)c2)c(O)c1
-1 | 12 | -2 | -2 | 0.4 | 0 | 0 | -5 | -2.4 | 1 | O=C(CSc1ncccn1)N1CCc2ccccc2C1
-3 | 6 | 2 | -1 | 1.0 | -7 | 0 | -4 | 0.4 | -1 | COc1ccc(CCN2CC(C(=O)NCCc3ccccn3)CCC2=O)cc1 (configuration not stated)
-5 | -8 | -8 | 0 | -1.9 | 8 | · | · | 0.0 | · | CCC(C)(C)n1nnnc1C(c1ccc(C)cc1)N1CCN(Cc2cccnc2)CC1 (configuration not stated)
-1 | -11 | 4 | 8 | -1.6 | 0 | -1 | -7 | -2.8 | -4 | O=C(CSc1nccn(-c2ccc(Br)cc2)c1=O)NCc1ccccc1
-8 | -11 | 4 | -3 | -0.2 | -5 | 3 | 58 | -0.3 | 26 | Cc1cccc(NC(=O)c2ccc(NCC3CCCO3)c([N+](=O)[O-])c2)n1 (configuration not stated)
-6 | 1 | -2 | 1 | -1.3 | -2 | -3 | -5 | -0.1 | -1 | COc1ccc(OC)c(NC(=S)NCc2ccc(S(N)(=O)=O)cc2)c1
7 | 5 | 2 | -2 | 0.5 | 20 | 5 | -4 | -0.3 | 1 | Cc1ccc(C(=O)C2=C(O)C(=O)N(Cc3cccnc3)C2c2ccc(N(C)C)cc2)o1 (configuration not stated)
4 | -3 | 5 | 9 | 0.7 | 0 | -2 | · | · | -3 | CCCn1c(CNC(=O)Cc2ccccc2)nc2ccccc21
-4 | 4 | 0 | -2 | -0.1 | -14 | -4 | -9 | -0.1 | -3 | CSc1nc(C)c(CCOCc2ccccc2)c(=O)[nH]1
-5 | -3 | 4 | -4 | 0.8 | -3 | 5 | -12 | 0.9 | -1 | COc1ccc(S(=O)(=O)N(CC(=O)NCc2ccncc2)c2cc(C)cc(C)c2)cc1OC
-8 | 4 | 0 | -2 | 0.8 | 0 | -10 | -5 | -0.1 | -3 | COc1ccc(-c2ccc(-c3cc(=O)oc4c(C(C)C)ccc(C)c34)cc2)cc1
-3 | 2 | -1 | -1 | -0.4 | -1 | 3 | -9 | -0.1 | 1 | CCNc1c(NS(=O)(=O)c2ccc(OC)c(Cl)c2)c(=O)oc2ccccc12
-2 | 0 | -1 | -3 | -0.2 | -5 | 3 | 3 | -1.4 | · | COc1ccc(C2(O)CCN(C(=O)c3c(F)cccc3F)CC2)cc1
6 | -5 | 0 | 5 | -1.7 | 3 | -2 | 0 | -2.0 | -1 | CCC(C)(C)n1nnnc1C(C(C)C)N1CCN(C)CC1 (configuration not stated)

Next section:
Tat transport | dFosB act | V-ATPase pHluor | cardiac RTF act | CDK5 inh | Rtt109 Vps75 | CAL PDZ FP-1 | MITF act | CAL PDZ FP-2 | Wnt act | molecule
2 | 0 | 1 | 1 | 1.2 | -7 | 11 | 9 | -0.3 | -1 | CCOC(=O)c1cc(-c2ccccc2)nn1CCC#N
5 | -6 | 1 | 14 | 1.5 | 13 | · | 13 | -1.4 | -1 | Cc1ccc(NC(=O)Nc2cc(S(=O)(=O)N(C)C)ccc2C)cc1
-2 | -7 | 1 | 2 | -1.0 | 11 | -4 | -15 | -2.9 | · | CCOC(=O)c1c(C)[nH]c(C(=O)COC(=O)COc2ccccc2C)c1C
0 | -6 | -1 | 8 | 1.3 | -3 | 8 | 7 | -1.3 | -2 | CCOC(=O)N1CCN(C(=S)Nc2ccccc2C(C)C)CC1
0 | -9 | 8 | -12 | -1.4 | -3 | -7 | -1 | -1.8 | 21 | CC(C)Cn1c(N)c(C(=O)CSc2nnc(C3CC3)n2C2CC2)c(=O)n(C)c1=O
6 | -1 | 3 | 2 | 1.2 | -7 | -2 | 3 | 0.1 | -3 | CCc1nnc(SCc2cccc(F)c2)nc1CC
-6 | -2 | -3 | 2 | -0.8 | -5 | 0 | 49 | -1.3 | · | O=C(Nc1ccc(N2CCOCC2)c2nonc12)C1CCCC1
-1&2 | 0 | 0 | 3 | 0.2 | 4&-2 | -5 | -3 | 0.4 | -1 | Cc1ccc(/C(=C\CN2CCCC2)c2ccccn2)cc1
2 | -13 | -2 | 1 | -1.3 | 2 | -1 | · | -0.5 | 0 | CCOc1cc(-c2noc(CCC(=O)NCCc3ccccc3)n2)ccc1OC
3 | -3 | -4 | 0 | 1.2 | -8 | · | · | 0.7 | -2 | NC(=O)NN=C1C2CCCC1C(c1ccccc1)NC2c1ccccc1 (configuration not stated)
-9 | 3 | -4 | -7 | -0.4 | 9 | 1 | -3 | -2.7 | -1 | Cc1nc2nc[nH]n2c(=O)c1NS(C)(=O)=O
20 | -4 | -1 | -2 | 0.7 | 3 | -6 | 5 | 0.4 | -2 | O=C(c1cncc(Br)c1)N1CCN(S(=O)(=O)c2ccccc2)CC1
25 | -2 | 1 | 2 | 0.1 | 11 | 0 | 5 | -1.2 | -4 | COc1cc(C(=O)Nc2cc(S(=O)(=O)N3CCOCC3)ccc2N2CCOCC2)ccc1OC(F)F
2 | -14 | 0 | 0 | -3.5 | 9 | -2 | -2 | -2.9 | 16 | CCC(=O)N1c2ccccc2[C@@H](N(C(C)=O)c2ccccc2)C[C@H]1C
2 | -11 | -2 | 1 | -0.2 | -2 | -4 | 4 | 0.5 | -2 | CCOc1ccccc1OCC(=O)N/N=C(\C)Cc1ccc(OC)cc1
18 | -3 | 0 | -4 | -1.3 | 1 | 0 | 3 | -0.5 | -1 | N#Cc1ccc(C(=O)NN2C(=O)NC3(CCCCC3)C2=O)cc1
5 | -3 | -1 | -1 | 2.0 | -12 | -4 | -24 | 0.1 | · | CCN(CC)C(=O)CSc1ccccc1N
3 | 1 | -3 | -6 | 0.0 | 1 | -4 | 3 | -1.5 | 0 | O=C1NC(=O)C(c2cccs2)(c2cccs2)N1
4 | -2 | 2 | 1 | 0.4 | 5 | · | · | -2.9 | 15 | COc1ccc(NC(=O)CCc2ccccc2)cc1S(=O)(=O)N1CCCCC1
-5 | -1 | 6 | 0 | 0.7 | 2 | -6 | -5 | -1.4 | 3 | COc1cc(OC)cc(C(=O)NNC(=O)CN2C(=O)NC3(CCCC3)C2=O)c1
-5 | 0 | 0 | 2 | -0.7 | -2 | · | 58 | -2.6 | · | COc1ccc(/C=N/Nc2nc3ccccc3c(=O)[nH]2)cc1
17 | -9 | 0 | 10 | -2.1 | 5 | -1 | 9 | -0.1 | · | CC(C)[C@H](NS(=O)(=O)c1ccccc1)C(=O)OCn1nnc2ccccc2c1=O
-2 | -10 | -1 | -3 | 0.8 | 16 | · | -22 | -0.6 | -5 | COc1cc(OC)c(OC)cc1CNC(=O)c1cc(S(=O)(=O)N(C)c2ccccc2OC)ccc1C
11 | -4 | -5 | -1 | -4.6 | 5 | -1 | 10 | -1.0 | 2 | O=C(c1ccc2c(c1)OCO2)C1CCCN(C(=O)Nc2ccc(F)cc2F)C1 (configuration not stated)
